# aSyn UTR inh = MLPCN primary screen, SNCA 5' untranslated region. alpha-synuclein 5'UTR reporter, inhibitor activity. inhibition, % (tested at 7.5 µM). actives 0.82% (n = 300,000). AID 1813, 2009; in the data active means inhibition above about 60%;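 further: H4 neuroglioblastoma cells stably carrying SNCA 5'UTR luciferase fusion; 0% = DMSO wells and 100% = positive control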
# KLF5 inhibitor = KLF5 expression inhibitors, primary screen, DLD-1 cells, luminescence; actives 0.23% (n = 290,000); DLD-1 KLF5 promoter-luciferase reporter; AID 1700, 2009; inhibition, % at 5 µM;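 active means inhibition above a per-plate limit of that plate's mean compound inhibition plus 3 SD, cut at about 60% in these data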;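 further: 0% = DMSO wells and 100% = LY294002 at 200 µM; higher means less KLF5 promoter-driven luciferase light; inactives centre near -14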
# HSF1 activator = HSF-1 activators, primary screen, NIH3T3-HGL cells, MG132 stress, luminescence, single point; NIH3T3-HGL HSF-1 luciferase reporter, 8 h; 100% = twice DMSO control signal; actives 1.7% (n = 300,000); activation, % at 9 µM;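 active means mean replicate activation of at least 50% with a set share of replicates each reaching 50%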;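 further: 0% = median of the neutral control wells and 100% = twice that signal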
# HSF1 inh = HSF1 inhibitors in luciferase reporter cells, primary screen, cell-based, NIH3T3, luminescence | activity change, negative = inhibition, % at 7.5 µM (by protocol) | NIH3T3-HGL HSE-luciferase, MG132-induced, luminescence 8 h; stronger effect = lower value | AID 2098, 2009 | actives 0.77% (n = 300,000);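 active means more than half of replicate wells show activity change below -50%, luminescence cut by over half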;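 further: luciferase reports HSF-1 transcriptional activity via heat shock element; 0% = median of DMSO wells and -100% = zero luminescence signal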
# IEC-6 cytotox = cytotoxicity in IEC-6 intestinal epithelial cells, primary screen, cytotoxicity control for KLF5 inhibitor project, cell-based, luminescence; IEC-6 cytotoxicity, luminescence viability; inhibition, % at 5 µM; actives 0.78% (n = 290,000); AID 1825, 2009; in the data active means inhibition above about 22%;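 further: 0% = plate median of test compound wells and 100% = cytotoxic reference compound wells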
# HSP90 refold inh = HSP90 inhibitors, primary screen, cell lysate, luminescence. Heat shock protein HSP 90 (rabbit reticulocyte lysate; luciferase refolding). Rabbit reticulocyte lysate, luciferase refolding luminescence, 3 h. inhibition, % at 5.6 µM. actives 0.91% (n = 290,000);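 active means inhibition above the screen-wide mean plus 3 SD, computed separately per campaign, cut at about 16% in these data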;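 further: 0% = DMSO wells and 100% = 60 µM geldanamycin wells; inhibitors lower the luminescence because luciferase stays unfolded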
# GSK3 alpha inh = blockers of GSK3A enzyme activity – biochemical, luminescence, cell-free homogeneous, HTS, primary screen. AID 2650, 2010. inhibition, % at 10 µM. GSK-3 alpha kinase, ADP-Glo luminescence, 60 min. actives 0.1% (n = 320,000);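 in the data active means inhibition above about 50%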;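 further: GST-tagged GSK-3 alpha with peptide substrate and 25 µM ATP; 0% = DMSO neutral wells and 100% = GW8510 positive control wells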
# Target sequence (P49840 whole entry, looked up): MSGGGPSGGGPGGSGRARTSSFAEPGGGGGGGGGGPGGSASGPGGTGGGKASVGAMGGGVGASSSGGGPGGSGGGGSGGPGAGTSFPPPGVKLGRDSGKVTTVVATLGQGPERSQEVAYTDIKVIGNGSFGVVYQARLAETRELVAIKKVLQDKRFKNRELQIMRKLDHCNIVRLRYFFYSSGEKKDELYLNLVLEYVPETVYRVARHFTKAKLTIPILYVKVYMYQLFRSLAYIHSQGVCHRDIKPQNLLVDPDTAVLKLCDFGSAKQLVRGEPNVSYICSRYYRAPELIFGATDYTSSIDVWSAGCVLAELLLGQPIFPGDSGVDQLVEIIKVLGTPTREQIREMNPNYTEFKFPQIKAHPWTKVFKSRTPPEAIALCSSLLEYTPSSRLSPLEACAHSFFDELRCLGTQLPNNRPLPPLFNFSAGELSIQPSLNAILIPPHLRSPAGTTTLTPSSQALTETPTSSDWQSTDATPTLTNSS
# GSK3beta inhib = human GSK3beta kinase inhibitors, primary screen, biochemical, cell-free homogeneous, HTS. Glycogen synthase kinase-3 beta (Homo sapiens), P49841. GST-GSK3beta kinase, ADP-Glo luminescence, 60 min; stronger effect = lower value. activity score (negative = inhibition), % at 10 µM. actives 0.038% (n = 300,000). AID 2097, 2009;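 active means more than half of replicate wells score below -50%, meaning over 50% inhibition versus plate controls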;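 further: 0% = median DMSO wells and -100% = median GW8510 positive control wells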
# Target sequence (P49841 whole entry, looked up): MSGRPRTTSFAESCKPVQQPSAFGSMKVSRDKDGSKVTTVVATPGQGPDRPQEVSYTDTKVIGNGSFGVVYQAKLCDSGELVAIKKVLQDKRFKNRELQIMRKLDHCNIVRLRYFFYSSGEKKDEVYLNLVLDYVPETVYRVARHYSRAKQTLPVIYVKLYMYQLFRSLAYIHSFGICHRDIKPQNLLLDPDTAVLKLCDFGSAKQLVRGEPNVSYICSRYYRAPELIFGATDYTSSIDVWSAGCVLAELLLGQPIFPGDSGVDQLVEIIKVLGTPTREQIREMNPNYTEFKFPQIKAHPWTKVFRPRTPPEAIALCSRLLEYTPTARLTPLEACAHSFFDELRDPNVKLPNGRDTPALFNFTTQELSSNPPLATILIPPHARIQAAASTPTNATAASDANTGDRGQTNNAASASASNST
#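 test system = GST-tagged human GSK3beta kinase, cell-free | reagent = 25 µM ATP with peptide substrate | dosing = one dose of 10 µM per compound | schedule = 60 min reaction, RT | detection = luminescent ADP-Glo measurement of ADP formed | control set = DMSO neutral wells and GW8510 at 20 µM as positive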
# PolyA inh = polyadenylation inhibitors in yeast reporter cells, primary screen, luminescence, S. cerevisiae; S. cerevisiae SKY197-pL101 polyadenylation reporter, beta-gal luminescence; efflux-impaired pdr1/pdr3 knockout yeast; score 100 = 6 SD above DMSO; calls only at 12 µM; actives 0.02% (n = 300,000);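 active means lowest replicate activity score at least 50, where 100 means six control SD above control mean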;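 further: yeast exposed to compound for 9 h at 30 °C; higher score means more reporter readthrough which indicates perturbed polyadenylation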
# AI-2 QS mod = Vibrio harveyi AI-2 quorum sensing modulators, primary screen, JMH597 strain, luminescence/OD600 ratio; actives 0.4% (n = 300,000); Vibrio harveyi JMH597 AI-2 luminescence/OD600 ratio, 9 h; stronger effect = lower value; strain lacks LuxN and CqsS sensors; 0 = neutral-control median; activity change, % at 7.5 µM; in the data active means activity change below about -75%, passing the limit was not always enough;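 further: luminescence divided by OD600 gain over 9 h not by final OD600 alone; inactives centre near 13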
# The depositor's hits bear a star; i = inactive; . = no result given.
Compound	HSP90 refold inh	KLF5 inhibitor	aSyn UTR inh	HSF1 activator	GSK3beta inhib	HSF1 inh	GSK3 alpha inh	AI-2 QS mod	PolyA inh	IEC-6 cytotox
CC(C)C(NS(=O)(=O)c1cccc(C(F)(F)F)c1)C(=O)N1CCc2ccccc2C1 (stereo unspecified)	-3	1	-1	2	1	3	-2	16	i	-3
C/C(O)=C(\N=Nc1cc(C)ccc1O)C(N)=O	-1	-8	-65	-14	5	2	-2	0	i	3
Cc1ccc(C)c(OCC(=O)Nc2cc(NC(=O)COc3cc(C)ccc3C)cc(C(=O)O)c2)c1	-1	-40	13	2	1	-3	-1	11	i	-5
O=c1[nH]nc(Cc2ccccn2)c2ccccc12	-2	-14	3	-4	-5	4	0	16	i	-8
CCC1CCCCN1CCCNC(=O)c1ccc2c(c1)N(Cc1c(F)cccc1Cl)C(=O)CS2 (stereo unspecified)	-5	-33	5	-4	-2	3	-2	9	i	-3
CCOC(=O)c1c(C)[nH]c(C(=O)COC(=O)CCS(=O)(=O)c2ccc(C)cc2)c1C	-3	-18	12	40	-2	11	-3	12	i	0
Cc1ccc(CNC(=S)NC2CCC(C(C)(C)C)CC2)cc1 (stereo unspecified)	1	-36	12	-1	2	3	1	0	i	1
O=C(Cn1c2ccccc2c2nc3n(c(=O)c21)CCCS3)Nc1ccccc1	-2	-6	23	1	1	-2	0	13	i	5

# 3 compounds out of the list, ordered by length of the SMILES, high to low.
Compound	HSP90 refold inh	KLF5 inhibitor	aSyn UTR inh	HSF1 activator	GSK3beta inhib	HSF1 inh	GSK3 alpha inh	AI-2 QS mod	PolyA inh	IEC-6 cytotox
CCOC(=O)c1c(C)[nH]c(C(=O)COC(=O)CCS(=O)(=O)c2ccc(C)cc2)c1C	-3	-18	12	40	-2	11	-3	12	i	0
CC(C)C(NS(=O)(=O)c1cccc(C(F)(F)F)c1)C(=O)N1CCc2ccccc2C1 (stereo unspecified)	-3	1	-1	2	1	3	-2	16	i	-3
Cc1ccc(CNC(=S)NC2CCC(C(C)(C)C)CC2)cc1 (stereo unspecified)	1	-36	12	-1	2	3	1	0	i	1

# Remaining list, next part.
Compound	HSP90 refold inh	KLF5 inhibitor	aSyn UTR inh	HSF1 activator	GSK3beta inhib	HSF1 inh	GSK3 alpha inh	AI-2 QS mod	PolyA inh	IEC-6 cytotox
CCOC(=O)CN1C(=O)N[C@@H](CCc2ccccc2)[C@H](C(C)=O)[C@H]1C	.	.	-11	-2	0	-11	4	5	i	.
Cc1cc(C(=O)N2CCCC(N3CCN(c4cccc(Cl)c4)CC3)C2)n(C)n1 (stereo unspecified)	-1	-34	1	8	2	2	.	5	i	-4
CCN(CC)c1ccc(-n2c(O)c(C=C3N=c4ccccc4=N3)sc2=S)cc1	-5	5	1	1	0	-9	-1	27	i	2
CC1=NNC(=O)C1CC(=O)N/N=C/c1cccs1 (stereo unspecified)	-9	-21	-15	-12	-3	-6	-3	29	i	2
Cc1cccn2c(=O)c(C=O)c(NCc3ccccc3)nc12	4	-17	12	-1	3	-6	-3	-2	i	3
CCOc1ccc(-n2c(SCC(=O)Nc3ccccc3CC)nc3n[nH]c(C)c3c2=N)cc1	3	1	23	23	1	10	0	21	i	14
CCC(=O)NC(c1ccccc1OC)c1ccc2cccnc2c1O (stereo unspecified)	14	35	80*	-7	0	-6	-6	-30	i	19
COc1ccccc1Nc1nc(Cl)nc(NC(C)(C)C)n1	-2	-24	-8	18	1	3	-2	10	i	-2

# Additional results
Compound	HSP90 refold inh	KLF5 inhibitor	aSyn UTR inh	HSF1 activator	GSK3beta inhib	HSF1 inh	GSK3 alpha inh	AI-2 QS mod	PolyA inh	IEC-6 cytotox
CC(C(=O)N(C)C1CCS(=O)(=O)C1)N1C(=O)/C(=C/c2ccc(F)cc2)SC1=S (stereo unspecified)	5	-14	-19	-2	4	10	-1	3	i	2
CCOC(=O)C1(CC)CC(CSc2nc3ccccc3[nH]2)OC1=O (stereo unspecified)	-3	-13	12	-8	-4	-3	1	13	i	0
Cc1cc(NC(=O)CSc2nnc(Nc3ccccc3F)s2)no1	2	-3	-17	-1	0	-4	-2	-20	i	-1
O=C(N/N=C/c1ccc2ncccc2c1)c1cc(-c2cccs2)nc2ccccc12	-3	-30	-10	40	-2	27	-2	15	i	-4
Cc1cccc(C(C)(C)C)c1OCCOCCN1CCCC1	2	-15	12	-4	4	-3	-2	-4	i	6
COc1ccc(NC(=O)c2csc(Cc3ccc(Cl)cc3)n2)cc1	-4	-6	2	37	0	22	-1	8	i	5
COc1ccc2cc(C(=O)C3CCCN(C(=O)Cc4c(C)noc4C)C3)ccc2c1 (stereo unspecified)	-1	2	-16	-10	4	2	-5	-1	i	-2
Cc1ccccc1C(=O)Oc1cccc(Nc2ncnc3ccccc23)c1	0	-25	-28	6	3	6	0	23	i	8

# New compounds follow.
Compound	HSP90 refold inh	KLF5 inhibitor	aSyn UTR inh	HSF1 activator	GSK3beta inhib	HSF1 inh	GSK3 alpha inh	AI-2 QS mod	PolyA inh	IEC-6 cytotox
O=C(CCN1CCN(Cc2ccccc2)CC1)NNC(=O)Nc1cccc(Cl)c1	-3	-43	3	20	2	5	-1	17	i	2
CCCCS(=O)(=O)NC1=NCN(CC)CN1	2	-8	0	-1	3	4	-5	-1	i	1
Cc1cccn2c(=O)c3cc(C#N)c(=N)n(CCN4CCOCC4)c3nc12	1	-28	-34	18	1	12	.	14	i	-1
C/C(=N\NC(=O)c1ccc([N+](=O)[O-])cc1Cl)c1ccccc1	0	-35	-148	4	1	-4	-3	19	i	1
Cc1ccc(S(=O)(=O)NNC(=O)CCC(=O)Nc2ccc(C)c(C)c2)cc1	4	-54	3	-8	-4	-5	1	21	i	-1
Cc1cc(C(=O)NCc2ccccc2F)cs1	0	-12	-6	-7	1	6	-3	14	i	3
CN(C)S(=O)(=O)c1ccc(C(=O)OCC2CC2(Cl)Cl)cc1 (stereo unspecified)	0	-18	13	21	2	-4	0	-77*	i	-6
c1cc(-c2nnc3sc(C4CCCCC4)nn23)ccn1	-1	-3	27	-20	-18	-18	10	-9	i	-2

# (next part)
Compound	HSP90 refold inh	KLF5 inhibitor	aSyn UTR inh	HSF1 activator	GSK3beta inhib	HSF1 inh	GSK3 alpha inh	AI-2 QS mod	PolyA inh	IEC-6 cytotox
COc1ccc(Cl)cc1NC(=O)C1CC(=O)N(C2CCCCC2)C1 (stereo unspecified)	1	-26	-17	5	1	10	1	13	i	3
Clc1cc(Br)ccc1OCCOCCOc1cccc2cccnc12	-4	4	-11	18	0	0	-2	20	i	-2
CC1(C)CC(=O)c2c(O)cc(O)cc2O1	0	-18	18	-4	3	-7	0	26	i	3
CN(C(=O)c1ccc(S(=O)(=O)N(C)C)cc1)c1ccc2ccccc2c1	3	3	6	22	4	-2	-2	1	i	3
O=S(=O)(Oc1ccccc1N1CCCCC1)c1ccccc1	3	24	13	10	7	-7	-1	14	i	2
O=C(CSc1ccccc1C(=O)O)c1ccc(Cl)cc1	1	-46	-29	12	6	5	-2	60	i	13
CC(=O)c1ccc(OCCCC(=O)N2CCN(S(=O)(=O)c3ccc(C(C)C)cc3)CC2)cc1	.	.	1	17	2	8	0	21	i	.
Nc1nc(SCC(=O)N2CCc3ccccc32)[nH]c(=O)c1-c1ccccc1	0	-4	6	6	0	0	-2	17	i	-3

# Molecules from the list above that contain an aryl thioether with sulfur outside any ring (5):
Compound	HSP90 refold inh	KLF5 inhibitor	aSyn UTR inh	HSF1 activator	GSK3beta inhib	HSF1 inh	GSK3 alpha inh	AI-2 QS mod	PolyA inh	IEC-6 cytotox
CCOc1ccc(-n2c(SCC(=O)Nc3ccccc3CC)nc3n[nH]c(C)c3c2=N)cc1	3	1	23	23	1	10	0	21	i	14
CCOC(=O)C1(CC)CC(CSc2nc3ccccc3[nH]2)OC1=O (stereo unspecified)	-3	-13	12	-8	-4	-3	1	13	i	0
Cc1cc(NC(=O)CSc2nnc(Nc3ccccc3F)s2)no1	2	-3	-17	-1	0	-4	-2	-20	i	-1
O=C(CSc1ccccc1C(=O)O)c1ccc(Cl)cc1	1	-46	-29	12	6	5	-2	60	i	13
Nc1nc(SCC(=O)N2CCc3ccccc32)[nH]c(=O)c1-c1ccccc1	0	-4	6	6	0	0	-2	17	i	-3

# (more compounds)
Compound	HSP90 refold inh	KLF5 inhibitor	aSyn UTR inh	HSF1 activator	GSK3beta inhib	HSF1 inh	GSK3 alpha inh	AI-2 QS mod	PolyA inh	IEC-6 cytotox
O=S(Cc1ccc(Br)cc1)Cc1nnc(SCc2ccc(Br)cc2)n1-c1ccccc1 (stereo unspecified)	7	17	10	47	-2	26	3	7	i	7
CCOc1ccc(C(=S)N2CCOCC2)cc1OC	-1	12	-17	-5	-4	-15	23	4	i	-1
C[C@@H]1CC[C@]2(O[C@@H](CCO)C[C@H](O)[C@H]2O)O1	4	-12	14	-1	7	-4	-5	-2	i	8
COc1cccc(-n2nnc3c(=O)n(CC(=O)NCC4CCCO4)cnc32)c1 (stereo unspecified)	0	4	-6	-11	-4	4	-2	19	i	0
O=C(COc1ccc(S(=O)(=O)N2CCOCC2)cc1)NCc1ccco1	2	-10	-12	12	0	-3	-1	4	i	8
O=C(Nc1cc2c(cc1Cl)OCCO2)c1ccco1	-1	-50	-163	14	3	11	2	24	i	8

# Three records picked at random from the list so far:
Compound	HSP90 refold inh	KLF5 inhibitor	aSyn UTR inh	HSF1 activator	GSK3beta inhib	HSF1 inh	GSK3 alpha inh	AI-2 QS mod	PolyA inh	IEC-6 cytotox
CCOc1ccc(C(=S)N2CCOCC2)cc1OC	-1	12	-17	-5	-4	-15	23	4	i	-1
O=C(Nc1cc2c(cc1Cl)OCCO2)c1ccco1	-1	-50	-163	14	3	11	2	24	i	8
O=C(COc1ccc(S(=O)(=O)N2CCOCC2)cc1)NCc1ccco1	2	-10	-12	12	0	-3	-1	4	i	8

# Some of the compounds tested. The share of hits here may be higher or lower than overall.
